TrxR1 inh = blocks rat thioredoxin reductase 1. O89049. 390,000 compounds, 1% hits. recombinant rTrxR1, NADPH fluorescence consumption, selenite substrate. Potency, µM (highest dose often 114 µM), for the others: at the highest dose activity change, negative = inhibition, actives largely listed as inhibitors; note: potency is the fitted concentration of half-maximal effect; % is set by controls: 0 for no effect and ±100 for the full control effect; nearly all actives have a fitted effect of over 65% in size
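Rat TrxR1 (90 nM in the dispensed reagent) was pre-reduced with 400 uM NADPH for 5 min at room temperature, then incubated with compound for 15 min. After 400 uM selenite was added, NADPH fluorescence (Ex 340/Em 450 nm) was followed for 8 min.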
mIDH1 inhibitor = inhibitors of human mutant IDH1 R132H. Potency, µM (series often up to 76.6 µM), for inactives: at the highest dose activity change, negative = inhibition, usual class: inhibitors. 390,000 compounds, 0.093% hits. IDH1-R132H enzyme, NADPH consumption, diaphorase/resazurin fluorescence. AID 602179; note: potency is the fitted concentration of half-maximal effect; % is set by controls: 0 for no effect and ±100 for the full control effect; nearly all actives have a fitted effect of over 65% in size
Target sequence (O75874 whole entry R132H, stated change not applied): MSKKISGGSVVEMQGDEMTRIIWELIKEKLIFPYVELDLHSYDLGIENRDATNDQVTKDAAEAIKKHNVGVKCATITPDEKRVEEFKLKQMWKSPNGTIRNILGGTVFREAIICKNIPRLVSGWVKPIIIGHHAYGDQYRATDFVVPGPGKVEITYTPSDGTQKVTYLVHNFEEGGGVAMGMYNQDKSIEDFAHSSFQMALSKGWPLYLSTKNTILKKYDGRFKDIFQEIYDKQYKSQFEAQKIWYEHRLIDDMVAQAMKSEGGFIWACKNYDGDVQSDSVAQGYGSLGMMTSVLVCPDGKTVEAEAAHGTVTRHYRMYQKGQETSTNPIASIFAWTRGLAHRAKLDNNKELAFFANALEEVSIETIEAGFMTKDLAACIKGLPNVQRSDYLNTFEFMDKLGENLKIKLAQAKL
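IDH1-R132H (0.5 ug/mL) preincubated 30 min with compound, then NADPH (0.016 mM) and alpha-KG (2 mM) added; 80 min at RT, pH 7.5. Remaining NADPH coupled via diaphorase/resazurin to fluorescence (540/590 nm); concentration-response curves normalized to no-enzyme control.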
D2 antagonist = antagonizes the human D2 dopamine receptor; inhibition, % at 10 µM; 340,000 compounds, 2% hits; P14416; HEK293 TREx D2 cells, calcium flux, dopamine EC80; in the data active = inhibition above about 30%; note: 0% is about no effect
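Read-out: kinetic calcium fluorescence (1 cycle/s) in inducible HEK293 T-REx D2 cells after an EC80 dopamine addition that followed 180 s compound preincubation. Loss of the dopamine response indicates antagonism.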
Pin1 inh = human Pin1 inhibition. Pin1 FP peptide displacement, HiFluor488, 10 min. Potency, µM (doses to about 115 µM), without a hit: at the top dose activity, negative = inhibition, most hits filed as inhibitors. Q13526. 390,000 compounds, 0.009% hits; active = well fitted inhibition curve with a large enough effect in the polarisation, with a control signal flat, not every such curve was filed as active; inconclusive = small, poorly fitted or top-dose-only effect, or effect the other way, or a change in a side signal; inactive = no such curve, though single readings can be large or run the other way; the % refers to the polarisation; note: potency is the fitted concentration of half-maximal effect; % is set by controls: 0 for no effect and ±100 for the full control effect
Target sequence (Q13526 whole entry, looked up): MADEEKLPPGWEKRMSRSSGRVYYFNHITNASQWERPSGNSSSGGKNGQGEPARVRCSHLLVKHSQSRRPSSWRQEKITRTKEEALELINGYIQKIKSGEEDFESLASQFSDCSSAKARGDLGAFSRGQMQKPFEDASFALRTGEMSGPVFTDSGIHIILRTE
TRHR PAM = allosterically enhances the human TRH receptor | 360,000 compounds, 0.66% hits | TRHR cells, fluo-8 calcium fluorescence, EC20 TRH enhancement | enhancement, % at 2 µM | P34981; in the data active = enhancement above about 30%; note: 0% is about no effect
Target sequence (P34981 whole entry, looked up): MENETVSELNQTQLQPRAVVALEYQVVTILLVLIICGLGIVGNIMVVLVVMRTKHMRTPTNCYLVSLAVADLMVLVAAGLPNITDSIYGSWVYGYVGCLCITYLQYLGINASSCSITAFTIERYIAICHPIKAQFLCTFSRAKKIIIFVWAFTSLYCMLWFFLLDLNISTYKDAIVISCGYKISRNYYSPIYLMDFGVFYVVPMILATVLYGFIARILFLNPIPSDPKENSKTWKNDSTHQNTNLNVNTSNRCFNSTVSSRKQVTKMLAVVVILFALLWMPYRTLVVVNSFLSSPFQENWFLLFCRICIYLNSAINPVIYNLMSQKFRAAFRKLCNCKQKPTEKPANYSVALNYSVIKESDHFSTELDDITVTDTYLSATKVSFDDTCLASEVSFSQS
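Enhancer read-out: after compound pinning and an initial kinetic agonist-mode read, an EC20 of TRH (10 nM final) was injected and fluo-8 calcium signal (Ex 480/Em 530) followed at 1 s/cycle for 100 cycles in TRHR-expressing cells.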
TRHR ag = activates the human TRH receptor. AID 493084. TRHR cells, calcium flux fluo-8, FDSS agonist mode. 360,000 compounds, 0.18% hits. activation, % at 2 µM. P34981; in the data active = activation above about 30%; note: 0% is about no effect
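Read-out: compound-evoked intracellular calcium rise in TRHR cells, fluo-8 dye, kinetic FDSS fluorescence at 1 s/cycle following a 10-cycle baseline. Cells cultured overnight before dye loading (30 min–1.5 h, RT).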
TrxR1 substrate = rat thioredoxin reductase 1 substrate activity | purified TrxR1 substrate turnover, NADPH consumption readout | Potency, µM (series often up to 114 µM), without a hit: at the highest dose activity change, negative = substrate turnover | 390,000 compounds, 0.01% hits | AID 588456; note: potency is the fitted concentration of half-maximal effect; % is set by controls: 0 for no effect and ±100 for the full control effect; nearly all actives have a fitted effect of over 50% in size
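Rat TrxR1, dispensed at 90 nM, was prereduced with 400 uM NADPH (final) for 5 min at ~22 deg C, then incubated with compound 15 min before 400 uM selenite. A first-read NADPH fluorescence drop versus no-compound background flagged substrates.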
D2 ag = agonists of human D2 dopamine receptor. HEK293 T-REx D2 cells, calcium flux agonist mode. P14416. activation, % at 2 µM. 340,000 compounds, 0.53% hits;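 active = activation over 3 SD above normal in the single-dose calcium agonist read, cut at about 30% in these data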; note: 0% is about no effect
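Agonism is scored from calcium flux in a force-coupled, inducible HEK293 cell line expressing D2, read kinetically for 180 s after compound addition against dopamine controls.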
USP1-UAF1 inh = USP1/UAF1 (human) deubiquitinase inhibition. O94782. recombinant USP1/UAF1, Ub-Rhodamine cleavage fluorescence. Potency, µM (highest dose often 57.1 µM), without a hit: at the highest dose activity change, negative = inhibition, actives largely listed as inhibitors. 390,000 compounds, 0.23% hits; note: potency is the fitted concentration of half-maximal effect; % is set by controls: 0 for no effect and ±100 for the full control effect; nearly all actives have a fitted effect of over 60% in size; inactives centre near -12
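High-throughput fluorogenic screen: 1nM USP1/UAF1 complex, Ub-Rho substrate 150nM final, 50mM HEPES pH 7.8 with 0.5mM EDTA, 0.1 mg/ml BSA, 1mM TCEP and 0.01% Tween-20.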
* hit, by the source's call; ? = inconclusive; nt = no result given; & = joins results of further samples; [ ] = another dose, or the depositor's remark. Unless noted, calls come from the whole dose curve; as a rule, active = well fitted inhibition curve with a large enough effect; inconclusive = small, poorly fitted or top-dose-only effect; inactive = no such curve, though single readings can be large or run the other way. Only part of the results is shown. The share of hits here may be higher or lower than overall.

SMILES | TrxR1 inh | mIDH1 inhibitor | D2 antagonist | Pin1 inh | TRHR PAM | TRHR ag | TrxR1 substrate | D2 ag | USP1-UAF1 inh
CCOC(=O)c1nnn(-c2nonc2-n2cccc2)c1CN1CCC(C)CC1 | -1% | 16% | -11 | 15% | 0 | 0.7 | 1% | 0.5 | -20%
CCCCC1=CC2=CC(=O)C(C)(OC(=O)c3cccs3)C(=O)C2=CO1 (stereo not given) | -15% | -17% | nt | ? | nt | nt | 1% | nt | ?
O=C(N/N=C/c1ccc(O)c(O)c1)N/N=C/c1ccc(O)c(O)c1 | -14% | 11% | -12 | ? | 6 | 0.8 | -12% | 2.4 | -12%
O=C(COC(=O)c1cc(=O)c2ccccc2o1)NCc1ccccc1 | 14% | -9% | nt | 1% | -16 | -0.6 | 1% | nt | -7%
CN(C)S(=O)(=O)c1cc(NC(=O)CN2CCc3ccccc32)ccc1Cl | -2%[57.1 µM] | 6% | 14 | ? | 2 | 0.5 | 1%[57.1 µM] | -0.3 | -22%
CCN(CC)c1ccc(C=C2SC(=S)NC2=O)cc1 | -19% | ? | nt | ? | nt | nt | -8% | nt | ?
COc1ccc(-c2nn(-c3ccccc3)cc2C(=O)OCC(=O)c2ccc(C)c([N+](=O)[O-])c2)cc1 | 25% | 0% | -7 | 4% | -1 | 1.1 | 2% | 1.2 | -12%
O=C(NCCNC(=O)c1cc(Cl)ccc1Cl)c1cnccn1 | 19% | 0% | 2 | 0% | 3 | 0.6 | -1% | 1.2 | -5%
O=C(O)Cc1ccc(NS(=O)(=O)c2ccccc2Cl)cc1 | 25%[57.1 µM] | -3% | 11 | -6% | 4 | 0.8 | 10%[57.1 µM] | 0.3 | -16%
CCCSc1oc(-c2cccs2)nc1S(=O)(=O)c1ccc(Cl)cc1 | -10% | 2% | nt | 16% | 4 | 1.2 | -4% | 0.8 | ?
Cc1ccccc1C(=O)Nc1nnc(S(=O)(=O)N2CCCCCC2)s1 | -6%&20% | 4% | -17 | 4%&4% | 7&14 | 1.0&0.4 | ? | -0.1&-0.4 | -15%&-2%
O=C(CN1C(=O)NC2(CCCCC2)C1=O)N1CCN(S(=O)(=O)/C=C/c2ccccc2)CC1 | -6% | 4% | -8 | -2% | 0 | -0.1 | -11% | -1.1 | 4%
CC1(C)CC(=O)C(C(c2cc([N+](=O)[O-])ccc2Cl)C2C(=O)CC(C)(C)CC2=O)C(=O)C1 | ? | -7% | nt | 5% | nt | nt | 8% | nt | -10%
Cc1cc(NC(=O)CSc2ccc(-c3ccc(Br)cc3)nn2)no1 | 17% | -7% | -11 | 2% | 1 | 0.4 | 2% | 1.1 | -19%
COCCCn1c(=O)c2sccc2n2c(CCCC(=O)N(C)Cc3ccco3)nnc12 | 18% | -2% | 6 | -4% | -3 | 0.3 | 9% | -0.2 | -24%
CCn1ncc(S(=O)(=O)NCc2ccco2)c1C | ? | 9% | 2 | -2% | 3 | 0.2 | -11% | 0.1 | -20%
O=C(C1CCCCC1)N(Cc1cccnc1)c1nc2c(F)cccc2s1 | 6%[57.1 µM] | -30% | nt | 7% | 1 | -1.1 | -6%[57.1 µM] | nt | -27%
COc1cc(C(N)=O)cc(Br)c1OCc1ccccc1 | -9% | 3% | -4 | 9% | 28 | -0.6 | -15% | -1.1 | -12%
CCO/C=C/C(=O)N(C)CCC#N | 5%[57.1 µM] | -1% | -3 | -1% | -1 | 0.7 | 9%[57.1 µM] | 0.2 | -9%
CSc1ccccc1NC(=O)CCS(=O)(=O)c1nc(-c2cccs2)cc(C(F)(F)F)n1 | 14µM* | 6% | nt | 13% | -2 | -0.3 | 6%[2.29 µM] | -0.9 | -11%
COc1cccc(C(=O)Nc2nnc(S(=O)(=O)N(C)Cc3ccccc3)s2)c1 | 9% | 36%[activator] | 13 | 0% | -1 | 0.5 | 7% | 0.5 | -13%
Cc1c(NC(=O)/C=C/c2ccc(S(=O)(=O)N3CCOCC3)cc2)c(=O)n(-c2ccccc2)n1C | 10%[57.1 µM] | 6% | -4 | 2% | 34* | 0.5 | 6%[57.1 µM] | -0.4 | -9%
CC(C)C(NC(=O)C1CCCCC1)C(=O)NC1CCN(Cc2ccccc2)CC1 (stereo not given) | nt | nt | -2 | nt | 3 | 0.4 | nt | 0.2 | nt
CC(=O)c1ccc(NC(=O)c2noc3c2CCc2ccccc2-3)cc1 | 9% | -13% | nt | 9% | -5 | 0.6 | -4% | 1.5 | -16%
c1ccc(-c2nnc3sc(-c4ccncc4)nn23)cc1 | 4% | -2% | -1 | 5% | 6 | -0.1 | -9% | -2.7 | 7%
(next part)
SMILES | TrxR1 inh | mIDH1 inhibitor | D2 antagonist | Pin1 inh | TRHR PAM | TRHR ag | TrxR1 substrate | D2 ag | USP1-UAF1 inh
O=C(c1ccncc1)N1CCCC(N2CCN(c3ccc(F)cc3)CC2)C1 (stereo not given) | -13% | 4% | 4 | -3% | -2 | 0.2 | -4% | -0.3 | -15%
Cc1nc(C)n(C(=O)N(c2ccccc2)c2ccccc2)n1 | 15% | 12% | 1 | 1% | 1 | -1.1 | -1% | 0.2 | -8%
CCc1ccc(C(=O)c2cn(CC(=O)Nc3ccc(OC)cc3OC)c3ccc(CC)cc3c2=O)cc1 | ? | 4% | nt | 19% | -6 | 1.1 | -3% | 0.3 | -8%
OCCN1CNC(=S)NC1 | -1% | 6% | 8 | -1% | 12 | 0.9 | 2% | 0.7 | -25%
COC(=O)c1nn(-c2ccccc2)c(=O)cc1Sc1ccc(Cl)cc1 | -2%[57.1 µM] | 0% | 8 | 0% | -2 | -0.2 | -3%[57.1 µM] | 0.8 | -13%
CC(C)(C)c1ccc(OCC(=O)N2CCC(c3nc4ccccc4s3)CC2)cc1 | 14% | -2% | nt | -8% | -2 | 0.4 | 2% | 1.4 | -23%
COc1ccc(C2=NN(S(C)(=O)=O)C(c3cn(-c4ccccc4)nc3-c3cccs3)C2)cc1 (stereo not given) | 19% | -24% | nt | ? | -2 | 5.5 | 6% | 1.9 | -14%
O=C(c1ccco1)N1CCN(C(=O)C(Sc2ccccc2)c2ccccc2)CC1 (stereo not given) | 13% | 10% | -2 | ? | 3 | -0.5 | 12% | -2.2 | -5%
COc1ccc(-c2noc(CSCC(=O)Nc3cc(OC)c(OC)c(OC)c3)n2)cc1OC | 3% | -12% | nt | 1% | 12 | -0.2 | -10% | 1.3 | -13%
O=C(O)c1cc(NS(=O)(=O)c2cccs2)cc(NS(=O)(=O)c2cccs2)c1 | 3% | 1% | -6 | -22% | 13 | 0.0 | 3% | 0.1 | 2%
CC(C)Cn1c(N)c(C(=O)COC(=O)c2cccnc2Cl)c(=O)n(C)c1=O | 3%[57.1 µM] | -8% | -20 | 4% | 0 | 0.8 | 0%[57.1 µM] | 2.0 | -4%
N#Cc1c(-c2ccco2)nc(SCC(=O)Nc2cccc(Cl)c2)[nH]c1=O | 14µM* | 1% | 0 | -13% | -2 | -0.6 | -4% | -0.5 | -12%
CNC(=S)N=Nc1c(O)[nH]c2ccc(C(C)C)cc12 | -8% | -7% | -10 | 0% | 2 | -0.4 | -14% | -0.2 | 1%
Cc1ccc(C(=O)NCCc2ccccn2)cc1S(=O)(=O)N1CCOCC1 | -6% | 5% | -11 | -6% | 2 | 0.0 | 2% | 0.3 | -19%
CCOc1ccc(C(=O)OC(C)CN2CCN(C)CC2)cc1 (stereo not given) | 10%[57.1 µM] | 3% | 5 | -6% | -3 | 0.6 | 8%[57.1 µM] | 1.0 | -4%
C/C=C/C(=O)Nc1cccc(C2=NOC3(C2)C[C@@H](C(N)=O)N(C(=O)C(c2ccccc2)c2ccccc2)C3)c1 (stereo not given in full) | 12%[57.1 µM] | -12% | 1 | 8% | -5 | 0.0 | 6%[57.1 µM] | -0.8 | -25%
O=C(COc1ccc(Cl)cc1Cl)NCCSc1ccc(Cl)cc1 | 5%[57.1 µM] | 5% | 11 | -2% | -6 | 1.0 | 0%[57.1 µM] | 0.7 | -7%
Cc1ccc(C)c(NC(=O)COC(=O)c2cc3ccccc3oc2=O)c1 | 6% | -5% | -7 | 3% | 2 | -1.4 | 7% | -0.1 | -3%
O=S(=O)(NCC1CCCO1)c1ccc(Cl)cc1 (stereo not given) | 19% | 3% | -7 | -4% | 46* | 0.0 | 1% | 0.2 | -21%
O=C(CCCCCN1C(=O)c2cccc3cccc(c23)C1=O)NC1CCS(=O)(=O)C1 (stereo not given) | 26% | 2% | 7 | ? | 1 | 0.2 | 38%[activator] | -0.3 | -21%
N#Cc1nc(-c2ccco2)oc1N1CCC(Cc2ccccc2)CC1 | 30% | 4% | 7 | 2% | -3 | 0.1 | 54%[activator] | 0.5 | -22%
O=C(NC1CC1)c1cc2c(s1)CS(=O)(=O)C2 | 16%[57.1 µM] | -1% | nt | -2% | 2 | 0.8 | -10%[57.1 µM] | nt | -15%
COc1cccc2c1cc1c(=O)n(CC(=O)O)nc(C)n12 | -5% | -6% | nt | 0% | 5 | -0.1 | 376%[activator] | -0.1 | -13%
CCCCCC(=O)NC(NC(=S)Nc1ccc(S(N)(=O)=O)cc1)C(Cl)(Cl)Cl (stereo not given) | -16%[57.1 µM] | 2% | 11 | 2% | 0 | 0.5 | 7%[57.1 µM] | 0.2 | -19%
Cc1ccccc1CNC(=O)c1ccc(CSCc2ccccc2)cc1 | 3% | 9% | 12 | -5% | 1 | 1.5 | 1% | 2.3 | -8%
COC(=O)c1sc(N2C(=O)C(O)=C(C(=O)c3ccc(C)o3)C2c2ccc([N+](=O)[O-])cc2)nc1C (stereo not given) | -11% | -15% | 10 | ? | -1 | 1.1 | -9% | 0.2 | ?

Assay outcomes: PubChem, National Center for Advancing Translational Sciences (NCATS)
